XIAP antagonists – XIAP antagonists, biochemical, IAP family, fluorescence polarization (AID 1018) | displacement, % at 20 µM, or IC50 in µM where a hit was titrated | XIAP BIR domain, fluorescence polarization peptide displacement; higher % means a stronger effect | hit rate 0.007% among 200,000; in the data active = displacement above about 50%; also: a part of the inactive calls stands beside numbers as strong as those of hits
TNAP activators – stimulation of alkaline phosphatase TNAP activity – biochemical, luminescent, no phosphate acceptor, uHTS, primary screen (AID 1001) | hit rate 0.03% among 200,000 | purified TNAP, luminescent activation assay, no phosphate acceptor; higher activation fold means a stronger effect | one-dose activation fold at 20 µM; EC50 in µM for titrated hits; in the data active = activation fold from about 3, or a potency from the dose series; inactive = the rest, 99 in 100 with activation fold below about 1.6; also: many of its hits are not listed in these tables
WT yeast gro inh – growth inhibition of WT yeast, mitochondrial fusion screen | mitochondrial fusion phenotypic screen, WT strain | inhibition, % at 10 µM | hit rate 2.1% among 190,000 | AID 1362; in the data active = inhibition above about 58%; tested in S. cerevisiae
Salmonella PhoP GFP – PhoP-dependent GFP reporter repression – Salmonella Typhimurium, primary screen (AID 1863); S. Typhimurium PhoP-regulated promoter GFP reporter, 4 h; higher % means a stronger effect; one-dose inhibition, % at 50 µM; IC50 in µM for titrated hits; hit rate 0.16% among 300,000;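 active = inhibition over 29.93%, a cutoff 3 SD above the screen mean, later confirmed by dose response; inconclusive = inhibition over 29.93% but no dose response follow-up; inactive = inhibition at most 29.93% or unconfirmed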;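 also: 0% = low Mg2+ inducing control and 100% = high Mg2+ repressing control; strong numbers were not always called active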
Myeloid diff 2 – myeloid differentiation induction. ER-HoxA9 myeloid progenitors, lysozyme-GFP differentiation, flow cytometry. AID 624256. calls only at 10 µM. hit rate 1% among 360,000;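 active = normalized GFP-positive differentiation at or above the plate's own cutoff, the solvent-only control mean plus 3 SD; inconclusive = no clear call, values can overlap the other calls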;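 also: cells exposed to compound for four days before flow analysis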
human PMI inhibitors – MPI inhibition at elevated mannose 6-phosphate – biochemical, fluorescence intensity, high mannose 6-phosphate, primary screen (AID 1220). one-dose inhibition, % at 20 µM; IC50 in µM for titrated hits. recombinant PMI enzyme, coupled fluorescence intensity; higher % means a stronger effect. hit rate 0.66% among 190,000
human PMI inhibition – inhibitors of human PMI, primary screen, biochemical, fluorescence intensity, coupled assay (AID 1209). purified PMI enzyme, coupled fluorescence intensity; higher % means a stronger effect. inhibition, % at 20 µM, or IC50 in µM where a hit was titrated. hit rate 0.42% among 190,000;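 also: plate controls were DMSO vehicle for no effect and wells lacking substrate for full effect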
Siah-1 displacement – blockers of Siah-1 interaction with plectin peptide – biochemical, fluorescence polarization, rhodamine-plectin, uHTS, primary screen (AID 1817); Siah-1 / rhodamine-plectin peptide fluorescence polarization; higher % means a stronger effect; displacement, % at 20 µM, or IC50 in µM where a hit was titrated; hit rate 0.02% among 290,000;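 active = displacement of at least 50% at 20 µM, with a fluorescence ratio check between 0.3 and a set limit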;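 also: plate controls were Siah plus tracer with DMSO for no effect and tracer alone without Siah for full effect; strong numbers were not always called active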
RSV antiviral HEp-2 – inhibition of RSV-induced cytopathic effect – HEp-2 cells, primary 10 µM value included (AID 2391) | CPE inhibition, % at 10 µM; hits with a dose series show IC50 in µM | HEp-2 cells, RSV-induced CPE inhibition; higher % means a stronger effect | hit rate 0.13% among 310,000; in the data active = a potency from the dose series; inconclusive = CPE inhibition mostly from about 23% at the one dose, without a potency; inactive = the rest, 99 in 100 with CPE inhibition below about 21%; also: strong numbers were not always called active
WT yeast gro inh mutant strain – second read-out of WT yeast gro inh, no call of its own (marks repeat the call); inhibition, %; mitochondrial fusion phenotypic screen, mutant strain inhibition
Myeloid diff 2 GFP+ MAC1+ % – also measured in Myeloid diff 2; calls as there; GFP+ MAC1+ double positive, %; measured here: differentiation confirmed by MAC1 staining
The depositor's hits bear a star; i = inactive; ? = inconclusive; / = not tested or not shown; + = active, no number. Rule as the data show it, unless noted: active = inhibition above about 50%; inactive = the rest.

1: CC(=O)Nc1ccccc1NC(=O)C/C(C)=N/NC(=O)c1ccc([N+](=O)[O-])c(Cl)c1
2: CCCc1cc(=O)[nH]c(SCC(=O)NCc2ccc3c(c2)OCO3)n1
3: CCCCC[C@H]1CN(CCCC)C(=O)[C@@H]1CC(=O)NCc1ccccc1
4: O=C(O)c1cc2cccc(S(=O)(=O)N3CCOCC3)c2cc1O
5: COC(=O)Cc1ccc(NC(=S)NCc2ccc(S(N)(=O)=O)cc2)cc1
6: C=CC[n+]1c(/C=C/c2ccc(OC(C)=O)c(OC)c2)ccc2ccccc21
7: Cc1[nH]n2c(=O)c3c(nc2c1-c1ccc(F)cc1)CCCC3
8: COc1ccc2c(/C=C/c3cc[n+](C)cc3)c[nH]c2c1

assay / compound	1	2	3	4	5	6	7	8
RSV antiviral HEp-2	1.7%	0.5%	0.9%	1.0%	1.0%	1.0%	6.7%	2.4%
Salmonella PhoP GFP	5%	1%	-9%	-5%	-3%	0%	/	-17%
Myeloid diff 2 GFP+ MAC1+ %	1.1	0.6	1.2	1.7	0.4	0.1	0.2	14*
human PMI inhibitors	-9%	/	/	23%	/	/	2%	/
Myeloid diff 2	i	i	i	i	i	i	i	+
TNAP activators	1	/	/	1.1	/	/	1.1	/
XIAP antagonists	-3.9%	/	/	-2.3%	/	/	0.1%	/
WT yeast gro inh	-16	/	/	-9	/	/	3	/
Siah-1 displacement	0%	4%	-7%	-2%	3%	-4%	0%	-1%
human PMI inhibition	-9%	/	/	15%	/	/	2%	/
WT yeast gro inh mutant strain	-14	/	/	-21	/	/	-5	/

The final 4 entries of the section before lead into the next.
5: COC(=O)Cc1ccc(NC(=S)NCc2ccc(S(N)(=O)=O)cc2)cc1
6: C=CC[n+]1c(/C=C/c2ccc(OC(C)=O)c(OC)c2)ccc2ccccc21
7: Cc1[nH]n2c(=O)c3c(nc2c1-c1ccc(F)cc1)CCCC3
8: COc1ccc2c(/C=C/c3cc[n+](C)cc3)c[nH]c2c1
9: O=C(O)c1cccc(NCc2cccnc2)c1
10: Cc1ccc(C(=O)N/C(=C\c2ccco2)C(=O)NCCN2CCCCC2)cc1C
11: O=C(O)c1ccccc1C(=O)c1ccc2c(c1)N(Cc1ccc(Cl)c(Cl)c1)C(=O)CO2
12: Brc1ccsc1-c1csc(-c2ccncc2)n1
13: Cc1ccc(S(=O)(=O)Nc2cccc(Cl)c2)cc1NC(=O)c1cccnc1
14: Cc1cccc(CC(C)NC(=O)CCc2nnc(-c3ccccc3)o2)n1 (stereo not given)
15: CN1CCN(c2ccc([N+](=O)[O-])c(Sc3nc4ccccc4[nH]3)c2)CC1
16: COc1ccccc1NC(=O)C12CCC(C)(C(=O)C1)C2(C)C (stereo not given)

assay / compound	5	6	7	8	9	10	11	12	13	14	15	16
RSV antiviral HEp-2	1.0%	1.0%	6.7%	2.4%	0.9%	-0.3%	?	-3.3%	2.0%	-0.2%	/	-0.5%
Salmonella PhoP GFP	-3%	0%	/	-17%	-29%	7%	6%	-1%	7%	-8%	6%	3%
Myeloid diff 2 GFP+ MAC1+ %	0.4	0.1	0.2	14*	0.5	0.7	0.0	0.9	0.3	0.6	6.2	0.1
human PMI inhibitors	/	/	2%	/	4%	/	16%	/	-3%	-11%	5%	6%
Myeloid diff 2	i	i	i	+	i	i	i	i	i	i	i	i
TNAP activators	/	/	1.1	/	1	/	1.1	/	1	1.1	0.9	1
XIAP antagonists	/	/	0.1%	/	-1.8%	/	-8.5%	/	-15%	-8.1%	-1.5%	-4.9%
WT yeast gro inh	/	/	3	/	5	/	63*	/	-3	4	2	2
Siah-1 displacement	3%	-4%	0%	-1%	-1%	2%	8%	2%	11%	-5%	-3%	0%
human PMI inhibition	/	/	2%	/	6%	/	16%	/	2%	-3%	11%	1%
WT yeast gro inh mutant strain	/	/	-5	/	13	/	15*	/	1	14	0	15

17: Cc1cccc(C)c1OCC(=O)Nc1ccncc1
18: COc1ccccc1NC(=O)CCC(=O)OCc1ccc([N+](=O)[O-])cc1
19: O=C(O)c1c(-c2ccccc2)c(-c2ccccc2)nc2ccccc12
20: Cc1cnc(C(=O)Nc2cccc(S(=O)(=O)N(C)C)c2)cn1
21: O=C1c2ccccc2C(=O)N1Cc1ccccn1
22: N#CCc1ccc(OC(=O)c2cccnc2)cc1
23: CN(C)C(=S)Nc1ccc([N+](=O)[O-])cc1
24: COC(=O)c1ccc(NC(=O)CSCC(=O)OCC(=O)c2ccc(Br)cc2)cc1

assay / compound	17	18	19	20	21	22	23	24
RSV antiviral HEp-2	5.1%	-0.3%	0.1%	3.0%	0.4%	1.1%	0.5%	0.1%
Salmonella PhoP GFP	4%	4%	-5%	5%	-4%	0%	-12%	8%
Myeloid diff 2 GFP+ MAC1+ %	1.4	0.4	0.1	0.5	0.2	0.5	0.2	1.4
human PMI inhibitors	/	4%	-9%	4%	-2%	/	2%	5%
Myeloid diff 2	i	i	i	i	i	i	i	i
TNAP activators	/	1.1	1	1	1.1	/	1.1	1.1
XIAP antagonists	/	-9.5%	-8.4%	-2.4%	-3.5%	/	0.8%	-5.6%
WT yeast gro inh	/	1	-1	6	-3	/	-7	5
Siah-1 displacement	-8%	4%	-2%	1%	-3%	0%	-6%	3%
human PMI inhibition	/	-6%	-11%	9%	-7%	/	5%	9%
WT yeast gro inh mutant strain	/	-5	7	3	5	/	-7	-15

25: Cc1ccc2cc3cc(C(=O)N4CCN(Cc5ccccc5)CC4)sc3nc2c1
26: COc1ccc(OC(C)C(=O)N(C)Cc2nc(-c3ccccc3)no2)cc1 (stereo not given)
27: CCOC(=O)N1CCN(C(=O)c2cccn3c(=O)c4sccc4nc23)CC1
28: CCOC(=O)CNC(=O)C1Cc2ccccc2CN1S(=O)(=O)c1cccs1 (stereo not given)
29: C/C(=N\NC(=O)c1cc(-c2ccncc2)nc2ccccc12)c1ccc(OC(F)F)cc1
30: COc1cc(/C=C2\N=C(C)OC2=O)cc(Cl)c1OC(C)=O
31: O=C(c1cccs1)N1CCc2ccccc2C1
32: CC(=O)Nc1ccccc1/C=C/c1ccc2c(C)ccc(O)c2n1

assay / compound	25	26	27	28	29	30	31	32
RSV antiviral HEp-2	0.5%	13%	0.8%	4.6%	6.3%	1.6%	5.1%	7.5%
Salmonella PhoP GFP	20%	0%	8%	5%	5%	-6%	/	0%
Myeloid diff 2 GFP+ MAC1+ %	0.4	0.5	2.2	0.5	0.9	1.0	0.4	0.9
human PMI inhibitors	3%	/	14%	0%	2%	/	/	3%
Myeloid diff 2	i	i	i	i	i	i	i	i
TNAP activators	0.8	/	1.1	1.1	1.2	/	1.1	1
XIAP antagonists	-5.5%	/	-13%	-6.1%	-1.1%	/	2.2%	-4.4%
WT yeast gro inh	15	/	/	-5	4	/	4	16
Siah-1 displacement	0%	9%	4%	0%	6%	0%	-3%	8%
human PMI inhibition	0%	/	8%	7%	-6%	/	/	10%
WT yeast gro inh mutant strain	8	/	/	-7	-10	/	2	15

33: COc1ccc2nc(-c3ccco3)c(-c3ccco3)nc2c1
34: NS(=O)(=O)c1ccc(Nc2ccccc2)c([N+](=O)[O-])c1
35: c1ccc(NCCCNc2ccccc2)cc1
36: COC(=O)c1ccccc1NC(=O)c1ccc2c(c1)OCCO2
37: O=C(Nc1cccc(Cl)c1)N1CCN(C2c3ccccc3-c3ccccc32)CC1
38: COc1cccc(/C(N)=N/OC(=O)Cc2ccccc2[N+](=O)[O-])c1
39: CCN(CC)c1ncnc2sc3c(c12)CCC3
40: CCCCC(CC)C1OCC(CN2CCCC2)O1 (stereo not given)

assay / compound	33	34	35	36	37	38	39	40
RSV antiviral HEp-2	-0.8%	7.1%	0.0%	-0.8%	3.9%	0.8%	?	-1.4%
Salmonella PhoP GFP	-8%	1%	7%	7%	-10%	-1%	7%	8%
Myeloid diff 2 GFP+ MAC1+ %	0.8	0.6	1.2	0.2	0.3	0.3	0.4	1.6
human PMI inhibitors	-43%	/	16%	10%	/	13%	5%	-1%
Myeloid diff 2	i	i	i	i	i	i	i	i
TNAP activators	1	/	1	1.1	/	1.1	1.1	1.1
XIAP antagonists	22%	/	1.3%	-5.7%	/	-1.8%	-5.8%	-2.6%
WT yeast gro inh	6	/	13	24	/	12	-16	-24
Siah-1 displacement	64%	-1%	3%	1%	20%	8%	0%	3%
human PMI inhibition	-14%	/	23%	13%	/	12%	-2%	-3%
WT yeast gro inh mutant strain	0	/	-1	13	/	1	14	-12

41: C(=N\N=C\c1cccs1)/c1cccs1
42: O=C(CN1C(=O)/C(=C/c2cccc(Br)c2)SC1=S)N1CCCC1
43: CC1(C)CC2CC(C)(CN2C(=O)CN2C(=O)c3ccccc3C2=O)C1 (stereo not given)
44: Cc1cccc(OCCSc2nc3c([nH]2)c(=N)ncn3Cc2ccccc2)c1
45: CCOC(=O)N1CCN(C(=O)C2CCC(=O)N2C(C)C)CC1 (stereo not given)
46: Cc1ccccc1OCCC(=O)Nc1ccc(Cl)cc1F
47: CC(=O)c1ccc(NC(=O)CSCC(=O)Nc2ccc3ccccc3c2)cc1
48: CCC(=O)c1cccc2c1N=CC1=C(CC(C)(C)CC1=O)N2

assay / compound	41	42	43	44	45	46	47	48
RSV antiviral HEp-2	1.2%	12%	0.2%	0.0%	0.0%	6.5%	3.8%	-1.7%
Salmonella PhoP GFP	6%	-10%	-7%	3%	-16%	-11%	-8%	2%
Myeloid diff 2 GFP+ MAC1+ %	0.1	/	0.5	0.6	0.7	0.5	0.4	0.6
human PMI inhibitors	1%	16%	13%	-4%	9%	20%	7%	9%
Myeloid diff 2	i	?	i	i	i	i	i	i
TNAP activators	1.1	1.1	1	1	1.1	1.1	1.1	1.1
XIAP antagonists	-6.5%	-1.6%	-3.5%	-3.4%	-4.4%	-1.1%	-22%	1.1%
WT yeast gro inh	2	-6	-3	5	-19	-5	2	-6
Siah-1 displacement	-2%	-3%	-1%	-2%	-2%	-2%	0%	3%
human PMI inhibition	0%	4%	15%	-6%	-1%	18%	17%	8%
WT yeast gro inh mutant strain	6	1	14	-1	-7	-14	11	-6

Not a hit list. About 3.1% of those tested had a hit in this group.
